D2 agonist – agonists of human D2 dopamine receptor; P14416; HEK293 T-REx D2 cells, calcium flux agonist mode; activation, % at 2 µM; actives 0.53% (n = 340,000);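 active = activation over 3 SD above normal in the single-dose calcium agonist read, cut at about 30% in these data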; note: 0% is about no effect
Target sequence (P14416 whole entry, looked up): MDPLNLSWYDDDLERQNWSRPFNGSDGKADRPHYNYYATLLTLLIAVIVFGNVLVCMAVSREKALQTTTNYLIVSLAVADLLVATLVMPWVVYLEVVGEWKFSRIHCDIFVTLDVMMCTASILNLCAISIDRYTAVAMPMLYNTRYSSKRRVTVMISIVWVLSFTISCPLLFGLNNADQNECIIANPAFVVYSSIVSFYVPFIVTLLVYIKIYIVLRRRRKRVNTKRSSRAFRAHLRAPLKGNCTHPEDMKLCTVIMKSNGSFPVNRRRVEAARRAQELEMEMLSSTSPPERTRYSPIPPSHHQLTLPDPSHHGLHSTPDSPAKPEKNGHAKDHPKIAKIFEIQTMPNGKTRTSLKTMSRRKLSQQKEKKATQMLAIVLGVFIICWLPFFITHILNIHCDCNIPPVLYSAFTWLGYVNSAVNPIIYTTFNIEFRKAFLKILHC
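In this primary screen, compounds producing a positive calcium signal within 180 s of addition to tetracycline-induced, force-coupled HEK293 Trex D2 cells are flagged; cells are dye-loaded with a no-wash calcium kit beforehand.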
D2 antagonist – antagonists of human D2 dopamine receptor; HEK293 TREx D2 cells, calcium flux, dopamine EC80; actives 2% (n = 340,000); inhibition, % at 10 µM; AID 485344; in the data active = inhibition above about 30%; note: 0% is about no effect
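HEK293 T-REx D2 cells, tet-induced, calcium dye no-wash. Cpd pintool add, 180 s kinetic, then EC80 DA, 180 s kinetic. Ca flux read.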
D1 agonist – agonists of human D1 dopamine receptor | P21728 | activation, % at 2 µM | HEK293 T-REx D1 cells, calcium flux, agonist mode | AID 504660 | actives 1% (n = 360,000); note: 0% is about no effect
Target sequence (P21728 whole entry, looked up): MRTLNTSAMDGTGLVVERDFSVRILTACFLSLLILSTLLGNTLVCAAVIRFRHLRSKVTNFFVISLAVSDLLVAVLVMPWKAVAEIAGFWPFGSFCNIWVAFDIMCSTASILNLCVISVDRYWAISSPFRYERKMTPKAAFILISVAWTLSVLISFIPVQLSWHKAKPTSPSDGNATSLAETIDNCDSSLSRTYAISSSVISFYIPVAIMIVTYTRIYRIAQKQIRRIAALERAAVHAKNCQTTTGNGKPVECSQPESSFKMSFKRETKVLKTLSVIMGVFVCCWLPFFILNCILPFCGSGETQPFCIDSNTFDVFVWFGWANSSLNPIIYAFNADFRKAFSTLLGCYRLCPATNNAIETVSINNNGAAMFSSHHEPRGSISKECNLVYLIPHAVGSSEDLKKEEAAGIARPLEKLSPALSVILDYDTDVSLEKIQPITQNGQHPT
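Tetracycline-induced HEK293 TREx D1 cells, force-coupled to calcium signalling, were dye-loaded with a no-wash calcium kit. Compound was pin-added after a 10 s baseline. Fluorescence was read kinetically at 1 cycle/s for 180 s, with calcium rises flagged as agonism.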
D1 antag – human D1 dopamine receptor antagonism. HEK293 TREx D1 cells, calcium flux, dopamine EC80; hits give low values. actives 3.2% (n = 360,000). P21728. activity change, negative = inhibition, % at 10 µM; in the data active = activity change below about -30%; note: % is set by controls: 0 for no effect and ±100 for the full control effect
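Allosteric or orthosteric antagonism assessed as attenuation of the calcium response to EC80 dopamine, added 180 s after compound, in induced HEK293 Trex D1 cells loaded with no-wash calcium dye.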
RXFP1 antag – RXFP1 (human) relaxin receptor antagonism. Q9HBX9. activity change, negative = inhibition, % at 57.5 µM. HEK293-RXFP1, relaxin-stimulated cAMP HTRF, 30 min; hits give low values. actives 0.59% (n = 350,000);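 active = activity change of -60% or lower, but not beyond a set lower limit; inconclusive = change between -60% and -40%, or beyond the set limit; inactive = change above -40%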; note: % is set by controls: 0 for no effect and ±100 for the full control effect
D2 PAM – D2 dopamine receptor (human) potentiation; AID 485347; potentiation, % at 10 µM; actives 0.34% (n = 340,000); HEK293 T-REx D2, calcium flux, EC20 dopamine potentiation;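 active = potentiation over 3 SD above the plate norm, cut at about 30% in these data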; note: 0% is about no effect
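Tetracycline-induced Hek293 Trex D2 cells, force-coupled to calcium, loaded with no-wash calcium dye. Compound added with 180 s kinetic read for agonism, then EC20 dopamine and a further 180 s read for potentiation.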
D1 potentiator – human D1 dopamine receptor positive modulation. P21728. HEK293 TREx D1 cells, calcium flux, dopamine EC20 potentiation. potentiation, % at 10 µM. actives 0.036% (n = 360,000); in the data active = potentiation above about 30%; note: 0% is about no effect
TRHR ag – activates the human TRH receptor | actives 0.18% (n = 360,000) | AID 493084 | TRHR cells, calcium flux fluo-8, FDSS agonist mode | P34981 | activation, % at 2 µM; note: 0% is about no effect
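Fluo-8-loaded TRHR cells; 10 s baseline, compound added, kinetic Ca2+ fluorescence read 1/s, agonist mode.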
TRHR PAM – allosteric enhancers of human TRH receptor; P34981; actives 0.66% (n = 360,000); AID 493056; TRHR cells, fluo-8 calcium fluorescence, EC20 TRH enhancement; enhancement, % at 2 µM; in the data active = enhancement above about 30%; note: 0% is about no effect
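Enhancer read-out: after compound pinning and an initial kinetic agonist-mode read, an EC20 of TRH (10 nM final) was injected and fluo-8 calcium signal (Ex 480/Em 530) followed at 1 s/cycle for 100 cycles in TRHR-expressing cells.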
An asterisk follows results filed as active; ? = inconclusive; / = no result given. Cut-off read from the data, not from the text of the source, unless noted: active = activation above about 30%; inactive = the rest.

Sequence of screens – D2 agonist	D2 antagonist	D1 agonist	D1 antag	RXFP1 antag	D2 PAM	D1 potentiator	TRHR ag	TRHR PAM
(1) COc1ccc(OC)c(CCNC(=O)c2ccc(CS(=O)Cc3ccc(Cl)cc3)o2)c1 (configuration not stated)
    0.1	6	4	4	10	0	11	-0.1	-12
(2) CC(=O)NC(CC(=O)OCc1ccc([N+](=O)[O-])cc1)c1ccccc1 (configuration not stated)
    -1.3	-4	6	-1	-4	37*	3	-2.3	2
(3) Cn1c(=O)c2c(ncn2CC(=O)Nc2ccccc2Sc2ccccc2)n(C)c1=O
    -0.2	1	3	-7	-16	11	1	-0.1	-1
(4) C#CCOCCOCCOCCNc1nc(N2CCN(C(=O)[C@H](CCCCN)n3cc([C@@H](N)C(C)CC)nn3)CC2)nc(N2CCN(C(=O)[C@H](CCCCN)n3cc([C@@H](N)CC(C)C)nn3)CC2)n1 (some centres not stated)
    0.0	-3	-5	-9	/	1	2	0.1	22
(5) Cc1cccc(C)c1NC(=O)C1(NC(=O)Cn2cccc([N+](=O)[O-])c2=O)CCCCC1
    0.5	4	-1	0	43	0	-2	0.5	-5
(6) CCC(C(=O)Nc1ccc(C)cc1)c1ccccc1 (configuration not stated)
    -0.9	-10	12	11	-4	3	0	1.9	0
(7) O=C(NN=C1c2ccccc2-c2ccccc21)c1ccccc1
    -0.4	-4	2	2	-7	6	-1	1.5	-6
(8) N#CCC(=N)N1CCN(c2ccc(Cl)cc2)CC1
    /	/	4	3	2	/	-4	0.4	-3
(9) O=C(Cn1c(C(=O)NCc2ccco2)cc2sccc21)c1ccccc1
    -0.2	-2	2	-5	/	0	-8	-1.0	-4
(10) O=C(CSCc1ccc([N+](=O)[O-])cc1)NCCSCc1ccccc1
    0.0	13	4	0	2	6	-6	-1.5	-8

Sequence of screens – D2 agonist	D2 antagonist	D1 agonist	D1 antag	RXFP1 antag	D2 PAM	D1 potentiator	TRHR ag	TRHR PAM
(11) COc1ccc(C(CNC(=O)C(C)c2ccc3cc(OC)ccc3c2)N(C)C)cc1 (configuration not stated)
    1.1	6	7	6	-5	-10	-2	0.6	-4
(12) Cc1ccc(O)c(NC(=O)c2ccc3c(c2)C(=O)N(CC(C)C)C3=O)c1
    -0.5	-2	1	-10	-8	9	3	0.3	-9
(13) COc1ccc(C(=O)NCc2nnc(SCC(=O)Nc3cc(Cl)ccc3OC)o2)cc1
    0.9	-17	2	-4	3	-11	-8	1.4	0
(14) O=C(Cc1ccc(Cl)cc1)Nc1ccccc1C(=O)N1CCCCC1
    -0.4	-2	7	-25	-3	4	-3	0.6	5
(15) COc1ccc(OCC(=O)Nc2cc3oc4ccccc4c3cc2OC)cc1
    0.9	1	4	0	-5	-8	-8	0.6	-2
(16) CCCOc1ccc(-c2nc(C#N)c(N3CCC(C(N)=O)CC3)o2)cc1
    -1.0	-4	0	-6	-16	-4	-1	0.0	-3
(17) COc1cccc(N2C(=O)C3CCCN3C2c2ccc(Cl)cc2)c1 (configuration not stated)
    /	/	2	-2	-10	10	-7	-0.7	-2
(18) COc1cccc(/C=N/NC(=O)c2ccc(=O)n(C)c2)c1O
    1.2	-6	1	0	1	16	-4	0.6	4
(19) COc1ccc(OC)c(CCNC(=O)c2ccc3[nH]c(C)c(C)c3c2)c1
    1.2	/	3	-1	-14	-3	3	-0.7	-2
(20) Cc1csc(NC(=O)c2cc3ccccc3o2)n1
    0.1	0	0	6	-10	-10	3	0.1	-2

Sequence of screens – D2 agonist	D2 antagonist	D1 agonist	D1 antag	RXFP1 antag	D2 PAM	D1 potentiator	TRHR ag	TRHR PAM
(21) Cc1ccnc(SC2CC(=O)N(c3ccc(C(C)C)cc3)C2=O)n1 (configuration not stated)
    -0.8	3	1	-15	14	12	2	-2.2	2
(22) O=C(Cc1ccc(S(=O)(=O)N2CCOCC2)s1)Nc1ccc(S(=O)(=O)N2CCCCC2)cc1
    1.0	1	12	-6	-15	3	1	-0.9	2
(23) Cc1ccccc1CSc1nnc(C)n1N
    0.0	-2	1	-3	2	5	-4	0.9	-1
(24) COC(=O)c1ccc(COC(=O)CCNS(=O)(=O)c2ccc(C)c(C)c2)cc1
    -0.7	7	11	-16	-10	-7	-4	-0.2	-3
(25) Cc1ccc(-c2nc3ccccc3s2)cc1NC(=O)c1ccc2c(c1)OCO2
    -0.7	-14	2	-23	-10	5	-6	0.2	-7
(26) CC(=O)Nc1ccc(N(C(=O)Cn2nnc3ccccc32)C(C(=O)NCc2ccccc2)c2ccc(C)cc2)cc1 (configuration not stated)
    /	/	-1	-1	-12	-21	0	0.8	-10
(27) Cc1cc(C)c(C)c(OCCCCN(C)Cc2ccccc2)c1
    -1.2	31*	2	-2	?	-19	1	-0.1	-4
(28) CCn1ncc(Br)c1C(=O)N(C)C12CC3CC(CC(C3)C1)C2
    -1.2	-12	2	4	-30	3	-5	-0.8	-1
(29) C=CCOc1c(Br)cc(/C=N/O)cc1OCC
    /	/	0	-22	17	/	7	-0.6	18
(30) CC(C)C(=O)NC(c1cccc([N+](=O)[O-])c1)c1c(O)ccc2ccccc12 (configuration not stated)
    -2.1	14	15	-2	-28	0	2	-0.8	-7

Marked active in D2 antagonist (from the list above):
nr	compound	D2 antagonist	D1 agonist	D1 antag	RXFP1 antag	D2 PAM	D1 potentiator	TRHR ag	TRHR PAM
27	Cc1cc(C)c(C)c(OCCCCN(C)Cc2ccccc2)c1	31*	2	-2	?	-19	1	-0.1	-4

Later entries:
Sequence of screens – D2 agonist	D2 antagonist	D1 agonist	D1 antag	RXFP1 antag	D2 PAM	D1 potentiator	TRHR ag	TRHR PAM
(31) CCOC(=O)c1sc(NC(=O)Nc2cccc(Cl)c2)cc1C
    1.7	10	9	-46*	/	6	-15	1.0	-5
(32) O=C(NC1CC1)c1cc(Cl)nc2ccccc12
    0.8	-2	1	8	21	4	3	0.3	4
(33) CCOc1ccc(C(=O)NC2C(=O)N3C(C(=O)O)=C(COC(C)=O)CSC23)cc1OCC (configuration not stated)
    0.1	-9	1	-19	-9	-23	0	0.7	4
(34) COc1cc(C(=O)NNC(=O)c2cc(-c3ccccc3)n[nH]2)cc(OC)c1C
    -1.4	-10	1	5	-13	-17	1	-0.1	11
(35) N#CC1CC(c2ccccc2)=NN1c1ccccc1[N+](=O)[O-] (configuration not stated)
    2.7	2	1	-15	3	-2	-5	-0.4	4
(36) CCOc1ccccc1-n1nnnc1SCC(=O)NC(=O)Cc1ccccc1
    -1.0	-12	4	-1	-19	-14	-1	-0.9	1
(37) CCN(C(=O)c1cc(S(=O)(=O)N2CCc3ccccc32)cn1C)c1cccc(C)c1
    0.9	/	0	-8	-8	-5	-4	0.2	15
(38) CCOc1cccc(C(=O)Nc2ccc3oc(-c4ccncc4)nc3c2)c1
    -1.0	/	0	-20	-7	-6	0	-1.1	-12
(39) CCOc1ccc(-c2cc(CCCC(=O)NCc3cccnc3)no2)cc1
    1.3	-4	3	-12	4	0	1	-0.3	5
(40) CCc1cccc(NC(=O)Cn2c(=O)n3nc(-c4cccc(F)c4)nc3c3ccccc32)c1
    19	/	-3	/	-1	-7	-4	0.1	0

Arranged by formula weight (ascending): some entries from above.
Sequence of screens – D2 agonist	D2 antagonist	D1 agonist	D1 antag	RXFP1 antag	D2 PAM	D1 potentiator	TRHR ag	TRHR PAM
(32) O=C(NC1CC1)c1cc(Cl)nc2ccccc12
    0.8	-2	1	8	21	4	3	0.3	4
(8) N#CCC(=N)N1CCN(c2ccc(Cl)cc2)CC1
    /	/	4	3	2	/	-4	0.4	-3
(7) O=C(NN=C1c2ccccc2-c2ccccc21)c1ccccc1
    -0.4	-4	2	2	-7	6	-1	1.5	-6

(listing goes on)
Sequence of screens – D2 agonist	D2 antagonist	D1 agonist	D1 antag	RXFP1 antag	D2 PAM	D1 potentiator	TRHR ag	TRHR PAM
(41) COc1ccc(OCCN2CCN(C(=O)c3ccc(OC)cc3)CC2)cc1
    42*	13	10	-15	-8	-10	-4	0.7	9
(42) COc1cc(OC)c(NC(=O)C(CC(C)C)N2Cc3ccccc3C2=O)cc1Cl (configuration not stated)
    2.7	/	-1	6	-27	-14	0	1.7	13
(43) O=C(CCN1C(=O)c2ccccc2C1=O)Nc1ccc(S(=O)(=O)NC2=NCCCCC2)cc1
    /	/	3	2	5	/	1	1.1	-1
(44) COc1ccc(-c2nc3c4ccccc4n(CC(=O)Nc4ccc(C(C)C)cc4)c(=O)n3n2)cc1
    0.0	/	0	/	1	6	-2	0.2	0
(45) O=[N+]([O-])c1cc(C(F)(F)F)ccc1SCC(O)CO (configuration not stated)
    0.4	-14	2	14	-6	10	11	0.2	-1
(46) COc1ccc(C(=O)COC(=O)CCc2nc3ccccc3[nH]c2=O)cc1Br
    0.5	-4	2	1	6	9	2	-0.3	4
(47) CCCOc1ccc(C(=O)O/N=C(\CC)c2ccc(C)cc2)cc1
    0.4	-19	8	-27	-6	1	-3	1.2	-1
(48) COc1ccc(C(=O)c2cn[nH]c2-c2ccc(C)cc2O)cc1
    -1.6	-11	2	-7	-29	-6	3	1.0	0
(49) C/C(=N\Nc1cc(C(F)(F)F)ccc1Cl)c1ccncc1
    0.7	7	1	6	-2	8	-4	-0.5	-6
(50) CCC(C(=O)N1CCc2cc(OC)c(OC)cc2C1)c1ccccc1 (configuration not stated)
    -0.4	-24	-2	-6	1	23	3	-0.7	4

Full records from above.
Entry for O=[N+]([O-])c1cc(C(F)(F)F)ccc1SCC(O)CO (configuration not stated) = D2 agonist: 0.4; D2 antagonist: -14; D1 agonist: 2; D1 antag: 14; RXFP1 antag: -6; D2 PAM: 10; D1 potentiator: 11; TRHR ag: 0.2; TRHR PAM: -1
Entry for CCCOc1ccc(C(=O)O/N=C(\CC)c2ccc(C)cc2)cc1 = D2 agonist: 0.4; D2 antagonist: -19; D1 agonist: 8; D1 antag: -27; RXFP1 antag: -6; D2 PAM: 1; D1 potentiator: -3; TRHR ag: 1.2; TRHR PAM: -1

Next part:
Sequence of screens – D2 agonist	D2 antagonist	D1 agonist	D1 antag	RXFP1 antag	D2 PAM	D1 potentiator	TRHR ag	TRHR PAM
(51) COc1ccc(C(C)NS(=O)(=O)Cc2ccccc2)cc1 (configuration not stated)
    -0.3	0	0	-6	6	14	-3	-0.2	1
(52) Clc1ccc(Cn2ncc3c(N4CCCCC4)ncnc32)c(Cl)c1
    -1.0	5	0	5	-2	3	-5	-0.4	7
(53) CCCc1cc(C(=O)Nc2cccc(Cl)c2)no1
    0.8	33*	-1	4	-5	-24	-6	1.8	1
(54) CC1CCc2sc(C(=O)Nc3ccc(N4CCOCC4)cc3)cc2C1 (configuration not stated)
    -0.7	0	4	-7	-4	0	2	0.7	17
(55) Cc1cc(C)c(C)c(S(=O)(=O)NNC(=O)c2cccc(S(=O)(=O)N3CCOCC3)c2)c1C
    0.2	-1	1	-2	5	10	1	-0.1	8
